# Pin1 inh = human Pin1 inhibition; Q13526; Pin1 FP peptide displacement, HiFluor488, 10 min; Potency, µM (doses to about 115 µM), without a hit: at the top dose activity, negative = inhibition, most hits filed as inhibitors; 0.009% of 390,000 active; AID 504891; active means well fitted inhibition curve with a large enough effect in the polarisation, with a control signal flat, not every such curve was filed as active; inconclusive means small, poorly fitted or top-dose-only effect, or effect the other way, or a change in a side signal; inactive means no such curve, though single readings can be large or run the other way; the % refers to the polarisation; further: potency means the concentration at half of the fitted maximal effect; on the % scale 0 is the no-effect control and ±100 the full control effect
# Target sequence (Q13526 whole entry, looked up): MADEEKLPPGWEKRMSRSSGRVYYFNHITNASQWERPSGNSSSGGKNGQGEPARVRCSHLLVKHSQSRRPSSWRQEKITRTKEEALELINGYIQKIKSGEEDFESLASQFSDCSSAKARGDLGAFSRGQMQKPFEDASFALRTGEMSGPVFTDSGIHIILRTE
# D2 ag = agonists of human D2 dopamine receptor. P14416. HEK293 T-REx D2 cells, calcium flux agonist mode. activation, % at 2 µM. 0.53% of 340,000 active;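 active means activation over 3 SD above normal in the single-dose calcium agonist read, cut at about 30% in these data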; further: 0% is about no effect
#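 In this primary screen, compounds producing a positive calcium signal within 180 s of addition to tetracycline-induced, force-coupled HEK293 Trex D2 cells are flagged; cells are dye-loaded with a no-wash calcium kit beforehand.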
# mIDH1 inhibitor = human IDH1 R132H inhibition; IDH1-R132H enzyme, NADPH consumption, diaphorase/resazurin fluorescence; AID 602179; Potency, µM (titrated, usually from 76.6 µM), for the others: at the top dose activity change, negative = inhibition, actives largely listed as inhibitors; O75874; 0.093% of 390,000 active; further: potency means the concentration at half of the fitted maximal effect; on the % scale 0 is the no-effect control and ±100 the full control effect; nearly all actives have a fitted effect of over 65% in size
# Target sequence (O75874 whole entry R132H, stated change not applied): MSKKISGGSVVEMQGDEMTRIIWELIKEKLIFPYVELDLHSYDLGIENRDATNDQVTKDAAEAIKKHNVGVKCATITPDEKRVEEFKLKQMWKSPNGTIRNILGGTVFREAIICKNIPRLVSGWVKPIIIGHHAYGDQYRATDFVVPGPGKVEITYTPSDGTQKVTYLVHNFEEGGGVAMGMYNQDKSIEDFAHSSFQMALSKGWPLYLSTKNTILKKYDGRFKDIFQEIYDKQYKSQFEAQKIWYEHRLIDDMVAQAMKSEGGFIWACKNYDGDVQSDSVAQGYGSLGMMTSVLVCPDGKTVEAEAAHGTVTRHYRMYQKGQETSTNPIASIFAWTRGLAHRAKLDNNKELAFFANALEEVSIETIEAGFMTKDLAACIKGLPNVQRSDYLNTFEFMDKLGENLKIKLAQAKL
#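 IDH1-R132H (0.5 ug/mL dispensed) in pH 7.5 Tris buffer was preincubated 30 min with compound, then given a substrate mix of 0.016 mM NADPH and 2 mM alpha-KG for 80 min at room temperature; remaining NADPH was read by diaphorase/resazurin fluorescence.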
# TRHR enhancer = allosterically enhances the human TRH receptor; P34981; TRHR cells, fluo-8 calcium fluorescence, EC20 TRH enhancement; enhancement, % at 2 µM; 0.66% of 360,000 active; AID 493056; in the data active means enhancement above about 30%; further: 0% is about no effect
#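 Enhancer read-out: after compound pinning and an initial kinetic agonist-mode read, an EC20 of TRH (10 nM final) was injected and fluo-8 calcium signal (Ex 480/Em 530) followed at 1 s/cycle for 100 cycles in TRHR-expressing cells.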
# D2 antagonist = D2 dopamine receptor (human) antagonism; P14416; HEK293 TREx D2 cells, calcium flux, dopamine EC80; inhibition, % at 10 µM; 2% of 340,000 active; AID 485344; in the data active means inhibition above about 30%; further: 0% is about no effect
#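 Read-out: kinetic calcium fluorescence (1 cycle/s) in inducible HEK293 T-REx D2 cells after an EC80 dopamine addition that followed 180 s compound preincubation. Loss of the dopamine response indicates antagonism.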
# TrxR1 substrate = is turned over as a substrate by rat TrxR1. purified TrxR1 substrate turnover, NADPH consumption readout. 0.01% of 390,000 active. AID 588456. Potency, µM (series often up to 114 µM), without a hit: top-dose activity change, negative = substrate turnover. O89049; further: potency means the concentration at half of the fitted maximal effect; on the % scale 0 is the no-effect control and ±100 the full control effect; nearly all actives have a fitted effect of over 50% in size
# Target sequence (O89049 whole entry, looked up): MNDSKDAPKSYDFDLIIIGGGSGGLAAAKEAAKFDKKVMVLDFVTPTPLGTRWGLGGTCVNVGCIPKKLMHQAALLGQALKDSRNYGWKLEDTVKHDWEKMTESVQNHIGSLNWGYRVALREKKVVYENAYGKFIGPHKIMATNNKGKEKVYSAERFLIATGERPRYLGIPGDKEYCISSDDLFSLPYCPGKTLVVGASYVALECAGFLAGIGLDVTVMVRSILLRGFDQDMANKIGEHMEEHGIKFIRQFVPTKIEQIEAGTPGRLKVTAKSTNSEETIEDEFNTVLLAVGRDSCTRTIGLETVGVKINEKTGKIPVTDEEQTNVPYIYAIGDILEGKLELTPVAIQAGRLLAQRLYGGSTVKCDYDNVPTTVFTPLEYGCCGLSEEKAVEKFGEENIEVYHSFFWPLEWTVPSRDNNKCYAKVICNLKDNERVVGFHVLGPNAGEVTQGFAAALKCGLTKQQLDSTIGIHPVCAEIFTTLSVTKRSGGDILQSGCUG
#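 Rat TrxR1, dispensed at 90 nM, was prereduced with 400 uM NADPH (final) for 5 min at ~22 deg C, then incubated with compound 15 min before 400 uM selenite. A first-read NADPH fluorescence drop versus no-compound background flagged substrates.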
# TRHR agonist = TRH receptor (human) agonism; TRHR cells, calcium flux fluo-8, FDSS agonist mode; activation, % at 2 µM; 0.18% of 360,000 active; AID 493084; in the data active means activation above about 30%; further: 0% is about no effect
#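 TRHR-expressing cells, plated overnight in medium with 10% serum, were loaded with fluo-8 calcium dye at room temperature. After a 10 s baseline, library compound was pin-added and calcium release was recorded kinetically (ex 480/em 530) as agonist response.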
# USP1 inh = blocks the human USP1/UAF1 deubiquitinase complex | O94782 | recombinant USP1/UAF1, Ub-Rhodamine cleavage fluorescence | Potency, µM (titrated, usually from 57.1 µM), for the others: at the top dose activity change, negative = inhibition, hits mostly inhibitors | 0.23% of 390,000 active | AID 743255; further: potency means the concentration at half of the fitted maximal effect; on the % scale 0 is the no-effect control and ±100 the full control effect; nearly all actives have a fitted effect of over 60% in size; inactives centre near -12
#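 In this screen, compounds sit with the deubiquitinase complex (1nM) for 15 min at room temperature before Ub-Rho is added at 150nM final. Fluorescence rise is then followed for 6 reads every 60 seconds.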
# TrxR1 inh = rat TrxR1 inhibition. Potency, µM (titrated, usually from 114 µM), for inactives: top-dose activity change, negative = inhibition, hits mostly inhibitors. O89049. AID 588453. recombinant rTrxR1, NADPH fluorescence consumption, selenite substrate. 1% of 390,000 active; further: potency means the concentration at half of the fitted maximal effect; on the % scale 0 is the no-effect control and ±100 the full control effect; nearly all actives have a fitted effect of over 65% in size
#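 Rat TrxR1 (90 nM in the dispensed reagent) was pre-reduced with 400 uM NADPH for 5 min at room temperature, then incubated with compound for 15 min. After 400 uM selenite was added, NADPH fluorescence (Ex 340/Em 450 nm) was followed for 8 min.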
# * = called active by the depositor; ? = inconclusive; . = no result given; [ ] = another dose, or the depositor's remark. Unless noted, the call rests on the fitted dose curve; in most records, active means well fitted inhibition curve with a large enough effect; inconclusive means small, poorly fitted or top-dose-only effect; inactive means no such curve, though single readings can be large or run the other way. Some of the compounds tested (hit frequency here may not be typical).
smiles	D2 ag	TRHR agonist	D2 antagonist	TRHR enhancer	USP1 inh	TrxR1 inh	Pin1 inh	TrxR1 substrate	mIDH1 inhibitor
Cc1ccc(C)c(NS(=O)(=O)c2ccc(OCC(=O)N3CCOCC3)cc2)c1	-0.2	0.5	32*	0	-10%	-11%	-10%	-8%	9%
O=C(CSc1nnc(NC(=O)c2ccc(F)cc2F)s1)NC1CC1	-0.6	1.0	-11	3	-6%	1%	-13%	-8%	9%
COc1ccc(CN(C)C(=O)COC(=O)c2c(C)nn(-c3ccc(F)cc3)c2Cl)cc1	0.6	-1.2	3	3	-10%	17%	0%	-5%	6%
O=S(=O)(c1ccc(Nc2ccc(-c3ccc4c(c3)OCCO4)nn2)cc1)N1CCCC1	0.8	0.6	3	10	-20%	8%	48%[activator]	-2%	2%
COC(=O)c1ccc(/C=N/OCC(=O)NC2CCCC(C)C2C)cc1 (stereo not drawn)	0.3	0.6	-1	1	-18%	-7%	-1%	-11%	9%
O=C1/C(=C/c2ccncc2)Oc2cc(OS(=O)(=O)c3ccccc3)ccc21	1.3	-0.7	-5	-11	-21%	13%	6%	0%	46µM*
O=C(Nc1ccccc1N1CCOCC1)C1CCN(S(=O)(=O)c2cccc(C(F)(F)F)c2)CC1	2.6	-1.2	-2	-6	3%	5%	0%	-8%	0%
O=C(O)CCNC(=O)/C(=C\c1ccco1)NC(=O)c1ccco1	-0.2	0.7	10	15	-26%	-30%	?	-1%	10%
CN(C)S(=O)(=O)c1ccc(-c2csc(-c3cccnc3)n2)cc1	0.2	0.1	-3	3	-9%	-5%[57.1 µM]	7%	4%[57.1 µM]	-1%
CC(C)(C)OC(=O)N[C@H](C(=O)OC(C)(C)C)c1ccc2c(c1)OCO2	-0.2	-0.5	3	2	-15%	21%[57.1 µM]	-8%	6%[57.1 µM]	5%
O=C(NN1CCOCC1)c1cc(-c2ccccc2)nc2ccccc12	0.8	0.4	3	6	-11%	21%	-1%	13%[57.1 µM]	-7%
COC(=O)CNC(=S)NC(=O)c1ccc(C(C)(C)C)cc1	-0.9	-0.9	-3	8	-19%	-16%	0%	-4%	10%
CC(=O)Nc1ccc(S(=O)(=O)N[C@@H](C)C(=O)OCC(=O)Nc2ccc3c(c2)OCCO3)cc1	.	.	.	.	-18%	9%	2%	-3%	-4%
COc1ccc(N2CCN(C(c3cccs3)C(C)NC(=O)c3ccc4c(c3)OCO4)CC2)cc1 (stereo not drawn)	4.8	-0.1	12	1	-19%	35%	-4%	3%	-8%
CCOC(=O)c1c(NC(=O)c2ccc(S(=O)(=O)N3CCCC(C)C3)cc2)sc2c1CC(C)(C)NC2(C)C (stereo not drawn)	-0.7	0.1	.	6	?	13%[57.1 µM]	17%	-1%[57.1 µM]	-7%
Cc1noc(C)c1S(=O)(=O)N1CCCC(C(=O)NCCc2ccc(Cl)cc2)C1 (stereo not drawn)	-2.3	0.2	-14	6	-6%	18%	2%	7%	4%
C=CCNC(=O)C(=O)c1cccn1-c1ccsc1C(=O)OC	-0.2	0.6	10	0	-22%	2%[57.1 µM]	-6%	0%[57.1 µM]	9%
Cc1ccc(-c2nc3cc(NC(=O)Cc4ccc(Cl)cc4)ccc3o2)cc1	-0.6	-1.5	.	2	-27%	4%	-8%	8%	23%
O=C(NCc1ccco1)c1ccc(Cn2c(SCc3ccccc3F)nc3cccnc32)cc1	1.1	1.3	.	-2	5%	-1%	15%	10%	-1%
COC(=O)C(=O)C1CCc2c(Cl)cc(OC)c(OC)c2C1=O (stereo not drawn)	.	.	.	.	-22%	2%[11.4 µM]	-5%	7%[11.4 µM]	8%
Cc1ccc(S(=O)(=O)NCC2CCCO2)cc1[N+](=O)[O-] (stereo not drawn)	-0.2	-0.5	-7	0	4%	-15%	4%	-15%	1%
CSCCC(N=C1NS(=O)(=O)c2ccccc21)C(=O)NCc1ccccc1F (stereo not drawn)	-0.7	-1.0	12	-2	-9%	1%	-1%	-9%	-4%
CCOc1ccc(/C=N/NC(=O)CCC(=O)Nc2ccc(F)cc2)cc1	-3.2	-2.3	1	6	-33%	23%	-2%	5%	6%
Nc1nc2nccc(-c3ccc(Cl)cc3)n2n1	-0.1	-0.7	-7	-1	-7%	53%[activator][57.1 µM]	-2%	357%[activator][57.1 µM]	0%
COC(=O)CN1C(=S)N(C)C(=O)C1CC(=O)Nc1ccccc1 (stereo not drawn)	0.6	0.2	-8	-5	-2%	8%	-2%	2%	0%
C=CCn1c(SCCOC)nc2c1c(=O)[nH]c(=O)n2C	0.0	-0.7	10	-3	-25%	15%[57.1 µM]	-6%	11%[57.1 µM]	-1%
O=C(NNC(=O)c1ccccc1Br)c1ccncc1	.	0.5	.	-1	-22%	16%	1%	3%	0%
CC(C)CCC1(C)NC(=O)N(CC(=O)NCC(=O)Nc2ccc(F)c(F)c2F)C1=O (stereo not drawn)	.	.	.	.	-20%	19%	1%	4%	-7%
CCOc1ccc(-c2n[nH]c(C)c2Oc2ccc(OC)cc2)c(O)c1	0.9	0.1	18	4	-4%	-1%	-4%	-11%	8%
CC1(C)Cc2c(C#N)c(N3CCCC3)nc(-c3ccco3)c2CO1	-0.3	0.3	-8	1	.	.	.	.	.

# Structures above that bear a hit mark in D2 antagonist.
Molecule	TRHR agonist	D2 antagonist	TRHR enhancer	USP1 inh	TrxR1 inh	Pin1 inh	TrxR1 substrate	mIDH1 inhibitor
Cc1ccc(C)c(NS(=O)(=O)c2ccc(OCC(=O)N3CCOCC3)cc2)c1	0.5	32*	0	-10%	-11%	-10%	-8%	9%

# Only mIDH1 inhibitor, D2 ag and USP1 inh (three entries from above):
molecule | mIDH1 inhibitor | D2 ag | USP1 inh
C=CCn1c(SCCOC)nc2c1c(=O)[nH]c(=O)n2C | -1% | 0.0 | -25%
O=C(NNC(=O)c1ccccc1Br)c1ccncc1 | 0% | . | -22%
CC(C)CCC1(C)NC(=O)N(CC(=O)NCC(=O)Nc2ccc(F)c(F)c2F)C1=O (stereo not drawn) | -7% | . | -20%

# Carrying on.
smiles	D2 ag	TRHR agonist	D2 antagonist	TRHR enhancer	USP1 inh	TrxR1 inh	Pin1 inh	TrxR1 substrate	mIDH1 inhibitor
Cc1ccc(N2CC(C(=O)NCc3ccccn3)CC2=O)cc1 (stereo not drawn)	-1.3	0.1	-13	1	-3%	22%	2%	-3%	3%
COc1ccc2[nH]cc(CCNC(=O)Cc3ccc(Br)cc3)c2c1	0.2	-0.6	0	3	-11%	8%[57.1 µM]	2%	-3%	15%
O=C(CSc1nnc(COc2ccc(Cl)cc2)o1)OC1CCCCC1	0.8	0.7	-1	12	-21%	21%	-1%	6%	5%
O=C(CSc1ccccc1F)NCCCN1CCCC1=O	0.1	0.6	2	-3	-11%	1%	2%	3%	2%
Cc1cc(=O)n2c3ccccc3n(CC(O)CN3CCN(Cc4ccccc4)CC3)c2c1C#N (stereo not drawn)	-1.5	-0.8	6	12	-18%	17%	-4%	7%	1%
C=CCOC(=O)C1=C[C@H](c2coc3ccccc3c2=O)[C@@H](CCCO)[C@H](OCC)O1	0.8	-0.1	-1	-2	-18%	11%	-5%	7%[57.1 µM]	-8%
Cc1cc(C)n2nc(C(=O)NCCc3ccccc3)nc2n1	0.7	-1.0	-2	16	0%	9%[57.1 µM]	-1%	4%[57.1 µM]	0%
S=c1[nH]nc(-c2ccccn2)n1/N=C/c1cccc(Cl)c1	0.7	-0.1	11	-2	-23%	?	-1%	-8%	2%
COc1ccc(NC(=O)c2sc(Cl)nc2-c2ccccc2)cc1	-0.9	-1.0	-18	5	-10%	-15%	0%	-9%	3%
CCOc1ccc(/C=N/NC(=O)C(O)c2ccccc2)c(O)c1 (stereo not drawn)	0.1	0.1	-2	-8	-18%	18%	6%	2%	0%
Cc1cc(C)nc(NS(=O)(=O)c2ccc(NC(=O)c3cccc(N4C(=O)CCC4=O)c3)cc2)n1	0.9	-0.3	-13	-3	-7%	-19%	-4%	-14%	4%
CCN(CC)C(=O)[C@H]1CC(CC(=O)NC(C)(C)C)C(=O)N2CCc3c([nH]c4ccc(OC)cc34)[C@]12C (stereo partly drawn)	.	.	.	.	-9%	11%	2%	2%	3%[38.3 µM]
COc1cccc(OCc2cc(C(=O)N3CCN(c4ccccc4OC)CC3)no2)c1	0.3	-0.2	-9	-1	-13%	-15%	20%	5%	5%
Cc1cc(-c2ccccc2)nc(SCc2ccc(C(=O)O)cc2)n1	0.3	-0.2	-12	0	-11%	24%	-3%	4%[2.29 µM]	-5%
Cn1cc(S(=O)(=O)N2CCCCC2)cc1C(=O)NCc1ccc(Cl)cc1	-1.6	0.5	.	3	-17%	32%[57.1 µM]	1%	5%[57.1 µM]	18%
Cc1cccnc1NC(=O)CN1C(=O)NC(C)(c2ccc3ccccc3c2)C1=O (stereo not drawn)	-0.4	-0.1	8	-1	-13%	7%[57.1 µM]	-1%	3%	-4%
CCC(=O)N1CCc2cc(S(=O)(=O)CCC(=O)N3CCN(c4ccccc4Cl)CC3)ccc21	-0.4	-1.4	.	6	-22%	-3%	-1%	-29%	-4%
Cc1ccc(NC2CCCN(C(=O)CCN3CCCCO3)C2)cc1C (stereo not drawn)	0.2	-0.7	-12	-4	-15%	7%	-14%	3%	7%
COc1ccc(CCN=CC2=C(O)CC(C)(C)CC2=O)cc1	-0.5	-0.6	31*	5	-17%	-1%[57.1 µM]	-1%	-3%[57.1 µM]	-8%
COc1ccccc1N1CCN(C(=O)c2cc3cc(F)ccc3[nH]2)CC1	0.5	0.7	-6	-1	-8%	7%	-1%	1%	3%
Cc1ccc2oc(C(F)(F)C(F)F)cc(=O)c2c1	-0.4	-0.4	1	0	5%	16%[57.1 µM]	-6%	15%[57.1 µM]	2%

# Source: PubChem
